Bioassay records as filed in PubChem.
Sm TGR block: blocks Schistosoma mansoni thioredoxin glutathione reductase | Q962Y6 | purified TGR, DTNB reduction, TNB absorbance 405 nm | Potency, µM (top dose mostly 114 µM), without a hit: top-dose activity change, negative = inhibition, actives largely listed as inhibitors | 360,000 compounds, 3% hits | AID 485364; further: potency means the concentration at half of the fitted maximal effect; nearly all actives have a fitted effect of over 60% in size
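First, TGR (20 nM dispensed) and NADPH were mixed with compound. Second, a 15 min room-temperature incubation followed. Third, further NADPH and then DTNB were added to start the reaction. Finally, TNB absorbance was monitored kinetically.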
AmpC inh no detg: AmpC beta-lactamase inhibition without detergent | P00811 | AmpC nitrocefin hydrolysis, absorbance 480 nm, 0.0001% Triton | Potency, µM (titrated, usually from 57.1 µM), for inactives: at the highest dose activity change, negative = inhibition, usual class: inhibitors | 330,000 compounds, 0.52% hits;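 further: potency means the concentration at half of the fitted maximal effect; plate controls were no compound for no effect and no enzyme for full effect; nearly all actives have a fitted effect of over 20% in size; some results filed as inactive show a strong effect at the top dose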
Target sequence (P00811 whole entry, looked up): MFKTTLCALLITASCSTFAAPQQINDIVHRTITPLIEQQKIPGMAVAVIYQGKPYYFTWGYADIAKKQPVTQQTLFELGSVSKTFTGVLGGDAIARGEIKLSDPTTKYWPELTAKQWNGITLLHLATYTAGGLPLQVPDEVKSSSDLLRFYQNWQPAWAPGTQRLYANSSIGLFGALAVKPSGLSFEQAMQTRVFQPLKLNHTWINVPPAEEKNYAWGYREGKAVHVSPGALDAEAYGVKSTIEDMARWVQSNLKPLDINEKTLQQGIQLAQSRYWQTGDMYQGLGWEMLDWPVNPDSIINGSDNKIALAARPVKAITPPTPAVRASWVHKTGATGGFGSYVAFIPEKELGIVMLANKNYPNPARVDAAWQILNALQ
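20 mM phosphate pH 7.0 + 0.01% (detergent screen) or 0.0001% Triton X-100; 5.3 nM AmpC reagent; cpd preinc 15 min RT; nitrocefin (800 uM stock) to start; A480 q20 s × 4 min; Activity was normalised to no-enzyme and no-compound control wells.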
AmpC detergent: blocks E. coli AmpC beta-lactamase in detergent assay; P00811; AmpC hydrolysis of nitrocefin, absorbance 480 nm, 0.01% Triton; Potency, µM (top dose mostly 114 µM), inactives show at the top dose activity change, negative = inhibition, hits mostly inhibitors; 370,000 compounds, 0.041% hits; AID 485294;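 further: potency means the concentration at half of the fitted maximal effect; 0% = no-compound wells and -100% = no-enzyme wells; nearly all actives have a fitted effect of over 25% in size; some results filed as inactive show a strong effect at the top dose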
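20 mM phosphate pH 7.0 + 0.01% (detergent screen) or 0.0001% Triton X-100; 5.3 nM AmpC reagent; cpd preinc 15 min RT; nitrocefin (800 uM stock) to start; A480 q20 s × 4 min; Activity was normalised to no-enzyme and no-compound control wells.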
HCMV inh: human cytomegalovirus inhibition; HFF cells, HCMV-luciferase reporter, 72 h; active compounds read low; 410,000 compounds, 4.5% hits; activity change, negative = inhibition, % at 57.5 µM; in the data active means activity change below about -60%; inconclusive means no clear call, values can overlap the other calls; inactive means above about -39%
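Cell-based, HFFs, 1000 cells/well, 16 h 37C; cpds in DMSO + HCMV-luc, MOI 1 PFU/cell; 72 h 37C; OneGlo luminescence after 5 min RT; norm. to buffer vs Salinomycin 10uM.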
Giardia FBPA inh: inhibitors of Giardia lamblia fructose-1,6-bisphosphate aldolase | A8B2U2 | 290,000 compounds, 0.71% hits | Potency, µM (highest dose often 59.6 µM), for the others: at the top dose activity, negative = inhibition, usual class: inhibitors | purified Giardia FBPA | AID 2451; further: potency means the concentration at half of the fitted maximal effect; nearly all actives have a fitted effect of over 55% in size
Target sequence (A8B2U2 whole entry, looked up): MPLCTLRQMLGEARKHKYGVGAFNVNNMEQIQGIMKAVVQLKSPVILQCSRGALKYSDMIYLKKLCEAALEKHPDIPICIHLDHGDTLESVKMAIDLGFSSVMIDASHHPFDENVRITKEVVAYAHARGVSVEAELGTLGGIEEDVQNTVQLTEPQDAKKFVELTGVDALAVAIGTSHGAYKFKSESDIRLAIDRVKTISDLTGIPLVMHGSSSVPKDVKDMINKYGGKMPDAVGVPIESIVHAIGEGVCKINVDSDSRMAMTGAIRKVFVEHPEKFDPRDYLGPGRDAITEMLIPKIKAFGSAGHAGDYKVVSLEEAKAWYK
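Giardia FBPA (40 nM reagent) was preincubated 10 min at RT with compound (up to 57.5 uM final), then substrate plus GAPDH/TPI/NAD/arsenate coupling system with diaphorase/resazurin was added; resorufin fluorescence (525/598 nm) was read after 20 min.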
AMA1-RON2 inh: inhibitors of Plasmodium falciparum AMA1-RON2 interaction | AlphaScreen AMA1-biotinylated RON2 peptide binding | Potency, µM (top dose mostly 58.2 µM), for inactives: at the top dose activity change, negative = inhibition, most hits filed as inhibitors | 360,000 compounds, 0.2% hits | AID 720542;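 further: potency means the concentration at half of the fitted maximal effect; 0% = vehicle wells and -100% = peptide control; nearly all actives have a fitted effect of over 45% in size; some results filed as inactive show a strong effect at the top dose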
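AMA1 (3D7) with his tag at 25 nM final met compounds first, then biotinylated RON2 peptide at 25 nM; detection used donor plus acceptor beads, 10 µg/mL apiece, read by AlphaScreen after 30 min at room temperature.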
Starred values were filed as active, the others as inactive; ? = inconclusive; . = no result given; + = active, no number; & = joins results of further samples; [ ] = another dose, or the depositor's remark. Unless noted, the call rests on the fitted dose curve; in most records, active means well fitted curve in the direction sought with a large enough effect; inconclusive means small, poorly fitted or top-dose-only effect, or another doubt; inactive means no such curve, though single readings can be large; an effect the other way counts as inactive or inconclusive. Unless noted, on the % scale 0 is the no-effect control and ±100 the full control effect.

SMILES,Sm TGR block,AmpC inh no detg,AmpC detergent,HCMV inh,Giardia FBPA inh,AMA1-RON2 inh
COc1ccc(N2CCN(C(CNS(C)(=O)=O)c3ccco3)CC2)cc1 (stereo unspecified),-3%,31%,-10%,3,7%,6%
CC(C)(C)[C@H]1C=C(C(=O)N2CCN(Cc3ccccc3)CC2)O[C@@H](OCCCCO)C1,?,162%[activator],-6%,17,0%,70%[activator]
Cc1ccc(C)c(Cn2nnc3c(=O)[nH]c(C4CCN(S(=O)(=O)c5ccc(S(=O)(=O)NC6CC6)cc5)CC4)nc32)c1,-6%,-10%,1%,6,-3%,-19%
O=C(CSc1ccc(-c2ccccc2)nn1)NC1CCCCC1,-22%,-6%,3%,?,-3%,0%
COc1cc2c(cc1OC)-c1cc(Nc3ccc(C(=O)O)cc3)nc(=O)n1CC2,4%,-25%,-21%,9,-16%,-1%
CCNS(=O)(=O)c1ccc(NC(=O)c2cccnc2)cc1,0%,-6%,?,-21,4%,17%
CCC(C)(C(=O)NC1CCCCC1)N(CC1CCCO1)C(=O)Cc1cccs1 (stereo unspecified),15%,110%[activator],9%,0,21%,3%
Cc1ccccc1NC(=O)COC(=O)C1C2CC3OC(=O)C1C3C2 (stereo unspecified),10%,0%,3%,-36,.,11%
CC1CN(CCCOc2ccccc2-c2ccccc2)CC(C)O1 (stereo unspecified),.,175%[activator],2%,58,?,?
Cc1cc[n+](-c2[nH]c(=O)sc2/C=N/N=C(\[O-])CCn2c3ccccc3c3ccccc32)cc1,3%,77%[activator],8%,-34,-6%,23%
O=C(COC(=O)C1CC1)NCc1ccc(Cl)cc1Cl,.,-20%,.,55,.,6%
Cn1c(/C(C#N)=C/Nc2ccccn2)nc2ccccc21,7%,-8%,6%,48,8%,8%
Cc1ccc2nc(/N=C(\N)NC(=O)N3c4ccccc4Sc4ccccc43)nc(C)c2c1,4%,-38%,-14%,-65*,2%,-1%
COc1ccc(NC(=O)C2CC(=O)N(Cc3ccco3)C2)cc1Cl (stereo unspecified),?,-11%,-1%,-15,.,0%
CC1(OC(=O)C2CCCC2)C(=O)C=C2C=C(c3ccsc3)N(C3CCCC3)C=C2C1=O (stereo unspecified),-26%,65%[activator],-8%,-6,?,-25%
C=CCNC(=O)C1=NOC(CNC(=O)c2c(-c3ccccc3Cl)noc2C)C1 (stereo unspecified),-1%,?,0%,11,-1%,1%
O=c1[nH]c(/C=C/c2ccccc2[N+](=O)[O-])nc2ccccc12,3%,-7%,1%,20,5%,3%
COc1ccc(Nc2nc(N)nc(N)c2S(=O)(=O)c2ccccc2)cc1,-5%,.,3%,-16,.,.
CCc1ccccc1NC(=O)CSc1nc2ccccc2n1CC(=O)N1CCCC1,-3%,73%[activator],3%,6,1%,1%
CCN(C(=O)CCN1C(=O)c2ccccc2C1=O)C1CCCCC1,1%,26%,-8%,-36,-1%,-3%
COc1ccc(CNc2nc(NCc3ccc(OC)c(OC)c3)n(C(=O)c3cccs3)n2)cc1OC,7%,94%[activator],-3%,67,0%,?
O=C(CCc1ccc(CCC(=O)c2cccs2)s1)c1cccs1,?,-32%,-10%,69,0%,30%
COC(=O)c1[nH]c2cc(OC)ccc2c1NC(=O)CCN1CCN(Cc2ccc3c(c2)OCO3)CC1,-1%,58%,1%,-31,-2%,-17%
CCN(CC)C(=O)C(=O)N/N=C/c1ccc(Cl)cc1Cl,-6%,-12%,-3%,16,2%,-5%
CCOc1cc(/C=C(/C#N)c2nc3ccccc3[nH]2)ccc1OCc1ccc(C(=O)O)o1,-29%,-44%,6%,1,.,19%
Cc1cc(N(CC(=O)NC2CC2)S(C)(=O)=O)ccc1Br,-1%,-11%,0%,-2,-3%,-9%[2.32 µM]
Cc1noc(C)c1COc1ccccc1C(=O)NNC(=O)c1ccccc1,11%,-5%,-15%,-9,.,14%
Cc1cccc(N2CCN(C(=O)c3c(C)nn(Cc4ccccc4Cl)c3C)CC2)c1C,-6%,124%[activator],?,?,-12%,-3%
COc1ccc(C(CNC(=O)c2nn(-c3ccccc3)c(=O)c3ccccc23)N2CCOCC2)cc1 (stereo unspecified),-1%,14%,-5%,-30,.,0%
Cn1ncc2c(Nc3ccc(Cl)cc3)ncnc21,2%,-16%,-3%,+,-8%,0%
COc1ccc(NC(=O)c2c(C(F)(F)F)nn(C)c2Cl)cc1,-2%,-7%,5%,-33,0%,21%
CCCCC(CC)C(=O)Nc1ccccc1C(=O)NC(C)C (stereo unspecified),11%,-10%,-13%,-14,-1%,0%
COC(=O)c1onc(C(=O)c2ccccc2)c1C(=O)OC,-3%,-11%,3%,13,6%,-9%
O=C(O)C1Sc2[nH]c(=O)sc2C2c3cc(Br)ccc3OC(=O)C12 (stereo unspecified),-29%,-31%,3%,0,-18%,-1%
CCCCCn1c(=O)c(C(=O)Nc2ccccc2)c(O)c2ccccc21,0%,-5%,-16%,2,0%,6%
CC1=CC(C)(C)N(C(=O)CCl)c2ccccc21,-4%,1%,-1%,?,0%,8%
CC(C)(C)c1cc(C(=O)NN)n(Cc2ccc(F)cc2)n1,13%,-13%,2%,6,-2%,42%[activator]
Cc1ccc(Nc2nc(N3CCOCC3)nc(N3CCOCC3)n2)cc1,7%,-2%,-4%,-65*,-1%,11%
CCOc1ccc(S(=O)(=O)NCCc2csc(-c3ccc(Cl)cc3)n2)cc1,5%,.,21%,?,.,.
O=C(c1cc(S(=O)(=O)N2CCCCC2)ccc1Cl)N1CCOCC1,-11%,-2%,-14%,9,-5%,-2%
Cc1cccc(NC(=O)c2cccc(OC(=S)N3CCOCC3)c2)c1,-11%,-9%,-13%,-29,-8%,-3%
CC(C)(C)CN1CCNC(=O)C1CC(=O)N1CCN(c2ccccc2)CC1 (stereo unspecified),-33%,50%,-3%,0,?,1%
CCCNC1=C(C)C(=O)CC1,?,1%,0%,43,2%,4%
CCOc1ccc(NCc2cccn2-c2nnc(N3CCC(C(=O)NCC(C)c4ccccc4)CC3)s2)cc1 (stereo unspecified),6%,.,23%,-80*,.,.
CCC(C(=O)N1CCC2(CC1)OCCO2)n1c2ccccc2c2nc(=O)cc(C)n21 (stereo unspecified),2%,50%,-11%,16,.,7%
CCOc1cc(-c2nnc(SCC(=O)NC3CCCC3)nc2-c2ccc(OC)c(OCC)c2)ccc1OC,-5%,.,-2%,25,.,.
COc1cccc(CN(C)CC(=O)NCc2ccccc2Cl)c1,2%,39%,-4%,-39,0%,0%[11.6 µM]
C=CCNC(=O)/C(C#N)=C/c1c(C)nn(-c2ccc(Cl)cc2)c1Cl,-13%,-29%,-22%,116,1%,-6%
Cc1ccsc1C(=O)NN=C1CCCCCC1,0%,-22%,?,-99*,-7%,50%[activator]
CC(C)NC(=O)COC(=O)c1ccccc1CSC1=NCCS1,-10%,20%,-2%,72,3%,11%
O=C(COC(=O)c1cc[n+]([O-])cc1)NCCc1ccc(Cl)cc1Cl,-9%,-13%[11.4 µM],?,-15,5%,-2%
CCc1ccc(-c2nc(C(N)=O)c3[nH]c(=O)n(-c4ccccc4OC)c3n2)cc1,-9%,-21%,?,-98*,3%,13%
COc1ccc(OC)c(-c2cc(C(=O)NCc3ccc(Cl)cc3)no2)c1,10%&0%,-37%,0%&6%,?,2%,2%
COCCCNC(=O)CS(=O)Cc1nc(-c2cccc(OC)c2)oc1C (stereo unspecified),40µM*,8%,-3%,18,0%,-4%
COc1ccc(NC(=O)C2Cc3ccccc3CN2C(=O)c2ccccc2)cn1 (stereo unspecified),-4%,-13%,-13%,-1,?,15%
FC(F)(F)COc1ccc(-c2nnc(SCc3c(Cl)cccc3Cl)o2)cn1,5%,72%[activator],3%,-7,3%,-6%

Carrying on.
SMILES,Sm TGR block,AmpC inh no detg,AmpC detergent,HCMV inh,Giardia FBPA inh,AMA1-RON2 inh
Cc1ccc(-c2nc(CS(=O)CC(=O)NCc3ccc(F)cc3)c(C)o2)cc1 (stereo unspecified),-29%,79%[activator],-1%,-18,.,10%
Cc1cc(C(=O)NCCCN2CCOCC2)n(-c2ccccc2)n1,?,40µM*,?,?,-1%,14%
Cc1nn(Cc2ccc(C(=O)N3CCOCC3)o2)c(C)c1Br,?,-23%,-14%,21,-2%,4%
CCOC(=O)N1CCN(Cc2nc3cc(NC(=O)c4ccco4)ccc3n2C)CC1,50µM*,22%,-4%,-24,.,8%
CCN(CC)C(=O)C1CCC(CNS(=O)(=O)c2cccc3cccnc23)CC1 (stereo unspecified),-1%,13%,?,25,8%,-8%
CC1CCCCN1CCCNC(=O)CN1C(=O)CSc2ccc(S(=O)(=O)N3CCOCC3)cc21 (stereo unspecified),-6%&2%,-1%,-3%&-4%,?,.,-2%
N#Cc1nc(-c2ccc(OCc3ccc(Cl)cc3)cc2)oc1NCc1cccnc1,3%,-12%,-1%,-35,9%,13%
CNc1nc(SCC(=O)Nc2ccccc2)nc(N2CCOCC2)n1,3%,-43%,-5%,-3,.,-5%

Record cards, as listed above:
Shown for Cc1nn(Cc2ccc(C(=O)N3CCOCC3)o2)c(C)c1Br : Sm TGR block: ?; AmpC inh no detg: -23%; AmpC detergent: -14%; HCMV inh: 21; Giardia FBPA inh: -2%; AMA1-RON2 inh: 4%
Shown for CNc1nc(SCC(=O)Nc2ccccc2)nc(N2CCOCC2)n1 : Sm TGR block: 3%; AmpC inh no detg: -43%; AmpC detergent: -5%; HCMV inh: -3; Giardia FBPA inh: .; AMA1-RON2 inh: -5%

Further entries:
SMILES,Sm TGR block,AmpC inh no detg,AmpC detergent,HCMV inh,Giardia FBPA inh,AMA1-RON2 inh
Cc1nn(-c2ccccc2)c(C)c1/C=N/NC(=O)c1ccccc1O,3%,?,-10%,33,5%,56%[activator]
COn1c(SCC(N)=O)nc2ccccc2c1=O,7%,-15%,17%,22,1%,4%
COc1ccc(N2CCN(C(=S)NCc3ccc(C)cc3)CC2)cc1,4%,-10%,?,-22,5%,-19%
COc1cc(Cl)c(C)cc1NC(=O)Cn1c(NCCO)nc2ccccc21,12%,84%[activator],-2%,-26,0%,-14%
CCCNC(=O)C(Cc1ccccc1)NC(=O)c1ccccn1 (stereo unspecified),-8%,-1%,-1%,-8,.,61%[activator]
COCC(=O)N(C)c1nnc(-c2cnc(C)cn2)s1,3%,-11%,0%,47,3%,26%
Cc1ccccc1Nc1scc(-c2ccc(Br)cc2)[n+]1-c1ccccc1C,-17%,-41%,4%,-69*,-5%,?
